NS5 inhibitors = flavivirus cap methylation enzyme inhibition – biochemical, confirmation dose response, primary screen (AID 588689) | Dengue-2 NS5 methyltransferase capping enzyme assay, biochemical; higher % means a stronger effect | inhibition, % at 25 µM; hits with a dose series show IC50 in µM | hit rate 0.3% among 340,000; in the data active = a potency from the dose series; inconclusive = inhibition above about 29% without an active follow-up result
NOD1 inhibition = inhibition of NOD1-driven NF-kB reporter – cell-based, luminescence, uHTS, primary screen (AID 1578). NOD1-driven NF-kB luciferase reporter cells, luminescence; higher % means a stronger effect. inhibition, % at 4 µM, or EC50 in µM where a hit was titrated. hit rate 1% among 290,000; in the data active = inhibition mostly above about 36%, no sharp cut-off; inactive = mostly below about 34%;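 also: HEK-293T reporter cells stimulated with the NOD1 agonist gamma-tri-DAP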
GPR55 activation = GPR55 agonists via beta-arrestin recruitment, primary screen, imaging, U2OS cells, beta-arrestin-GFP redistribution (AID 1961); one-dose activation, % at 10 µM; EC50 in µM for titrated hits; U2OS GPR55 beta-arrestin-GFP redistribution imaging; higher % means a stronger effect; hit rate 0.048% among 290,000;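 active = activation above 40% with more than 50 cells counted in the well; inconclusive = wells holding fewer than 50 cells, flagged as toxic or sparse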;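 also: U2OS osteosarcoma cells stably expressing GPR55 and beta-arrestin-GFP; plate controls were DMSO negative control for no effect and LPI positive control for full effect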
HIV peptide binding = cell-free HIV fusion peptide-binding blockers – biochemical, uHTS, fluorescence dequenching, primary screen (AID 1986). hit rate 0.3% among 290,000. cell-free peptide binding, fluorescence dequenching, 30 min; higher % means a stronger effect. inhibition, % at 20 µM; hits with a dose series show IC50 in µM; in the data active = inhibition mostly above about 52%, no sharp cut-off; inactive = mostly below about 76%; also: some results filed as inactive read as strong as hits
KOR beta-arrestin-1 = KOR agonists, beta-arrestin recruitment, primary screen, cell-based, luminescence, uHTS (AID 1777); KOR beta-arrestin recruitment, luminescence; higher % means a stronger effect; activation, % at 10 µM; hits with a dose series show EC50 in µM; hit rate 0.02% among 280,000; in the data active = activation above about 50%, passing the limit was not always enough; also: a part of the inactive calls stands beside numbers as strong as those of hits
GPR35 antagonists = GPR35 antagonists blocking zaprinast-driven arrestin recruitment, primary screen, imaging, U2OS, beta-arrestin-GFP, zaprinast agonist (AID 2058); inhibition, % at 10 µM; hits with a dose series show IC50 in µM; U2OS GPR35 beta-arrestin-GFP translocation imaging, zaprinast antagonism; higher % means a stronger effect; hit rate 0.052% among 290,000;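 active = inhibition of at least 50% with at least 30 cells and total cytoplasm GFP at most 10,000,000; inconclusive = under 30 cells or total GFP of 10,000,000 plus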
West Nile antiviral = West Nile virus antiviral activity, cell-based, CPE readout (AID 1621). West Nile virus-infected cells, CPE inhibition; higher % means a stronger effect. one-dose CPE inhibition, % at 10 µM; IC50 in µM for titrated hits. hit rate 0.02% among 290,000; in the data active = a potency from the dose series; inconclusive = CPE inhibition mostly from about 3.7% at the one dose, without a potency; inactive = the rest, 99 in 100 with CPE inhibition below about 2.2%; also: strong numbers were not always called active
KOR beta-arrestin-2 = kappa opioid receptor blockers – cell-based, luminescence, uHTS (AID 1778); hit rate 0.091% among 290,000; KOR beta-arrestin recruitment, luminescence, antagonist mode; higher % means a stronger effect; inhibition, % at 10 µM, or IC50 in µM where a hit was titrated; in the data active = inhibition above about 50%; also: strong numbers were not always called active
GPR55 antagonists = inhibition of LPI-stimulated GPR55 beta-arrestin translocation – imaging, U2OS, beta-arrestin-GFP, LPI agonist, primary screen (AID 2013) | inhibition, % at 10 µM; hits with a dose series show IC50 in µM | U2OS GPR55 beta-arrestin-GFP translocation imaging, LPI antagonism; higher % means a stronger effect | hit rate 0.13% among 290,000;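 active = spots per cell inhibited over 60%, with over 100 cells counted and total cytoplasm intensity under 500,000; inconclusive = wells with under 100 cells, flagged as likely toxic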;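 also: U2OS cells stably carrying GPR55 and arrestin-GFP stimulated by 5 µM LPI near EC80; imaged beta-arrestin-GFP aggregate spots per cell after agonist stimulation; plate controls were LPI-stimulated DMSO wells for no effect and DMSO wells without LPI for full effect; some results filed as inactive read as strong as hits; confirmed hits need IC50 under 10 µM and bright autofluorescent wells are also inconclusive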
NS5 inhibitors pilot replicate = recorded beside NS5 inhibitors, whose call it bears; inhibition, %; measured here: pilot screen replicate inhibition
* hit, by the source's call; ? = inconclusive; · = not tested or not shown; [ ] = remark or other dose. Not all compounds are listed. The share of hits here may be higher or lower than overall.

Start of the data: the first seven compounds as a preview:
SMILES	NS5 inhibitors	NOD1 inhibition	GPR55 activation	HIV peptide binding	KOR beta-arrestin-1	GPR35 antagonists	West Nile antiviral	KOR beta-arrestin-2	GPR55 antagonists	others
Cc1ccc(C(=O)N/C(=C/c2cccs2)C(=O)N2CCCCCC2)cc1	3%	8%	0.0%	-0.9%	-1.4%	-8%	-0.4%	23%	6%
O=c1c2ccccc2nc(-c2ccco2)n1/N=C/c1ccccc1O	·	-31%	0.9%	1.4%	-4.6%	12%	0.1%	8%	-3%
O=C(NC(=S)NNC(=O)c1ccccc1O)c1cccc([N+](=O)[O-])c1	6%	-1%	0.0%	12%	-1.1%	11%	-1.2%	-17%	14%
CC(=O)Nc1ccc(OCC(=O)NC(C)C(C)C)cc1 (centres undefined)	-6%	7%	-0.1%	1.4%	-4.4%	-1%	-0.1%	3%	7%
Cc1cc(C)cc(NC(=O)c2ccc(CNc3c(N4CCCC4)c(=O)c3=O)cc2)c1	-9%	-4%	0.0%	-2.4%	2.7%	-11%	0.5%	28%	-7%
O=C(O)/C=C/C(=O)NCCCc1ccccc1	-6%	-26%	0.0%	0.0%	-6.7%	17%	1.3%	-10%	-6%
O=C(COc1ncnc2sccc12)Nc1cccc(S(=O)(=O)N2CCCC2)c1	-2%	-12%	0.5%	-0.2%	-2.4%	14%	0.1%	9%	-3%

This part in full, repeating the preview:
SMILES	NS5 inhibitors	NOD1 inhibition	GPR55 activation	HIV peptide binding	KOR beta-arrestin-1	GPR35 antagonists	West Nile antiviral	KOR beta-arrestin-2	GPR55 antagonists	others
Cc1ccc(C(=O)N/C(=C/c2cccs2)C(=O)N2CCCCCC2)cc1	3%	8%	0.0%	-0.9%	-1.4%	-8%	-0.4%	23%	6%
O=c1c2ccccc2nc(-c2ccco2)n1/N=C/c1ccccc1O	·	-31%	0.9%	1.4%	-4.6%	12%	0.1%	8%	-3%
O=C(NC(=S)NNC(=O)c1ccccc1O)c1cccc([N+](=O)[O-])c1	6%	-1%	0.0%	12%	-1.1%	11%	-1.2%	-17%	14%
CC(=O)Nc1ccc(OCC(=O)NC(C)C(C)C)cc1 (centres undefined)	-6%	7%	-0.1%	1.4%	-4.4%	-1%	-0.1%	3%	7%
Cc1cc(C)cc(NC(=O)c2ccc(CNc3c(N4CCCC4)c(=O)c3=O)cc2)c1	-9%	-4%	0.0%	-2.4%	2.7%	-11%	0.5%	28%	-7%
O=C(O)/C=C/C(=O)NCCCc1ccccc1	-6%	-26%	0.0%	0.0%	-6.7%	17%	1.3%	-10%	-6%
O=C(COc1ncnc2sccc12)Nc1cccc(S(=O)(=O)N2CCCC2)c1	-2%	-12%	0.5%	-0.2%	-2.4%	14%	0.1%	9%	-3%
c1ccc(Oc2cccc(OCCCn3cncn3)c2)cc1	-5%	-20%	-0.1%	1.0%	5.8%	-9%	0.8%	0%	-3%
COc1cc(C(=O)NC(=S)Nc2ccccc2N2CCOCC2)cc(OC)c1OC	-2%	-6%	0.0%	-1.5%	7.2%	2%	0.1%	-2%	-9%
O=C(c1ncc[nH]1)c1ccco1	-6%	-7%	0.3%	0.0%	3.9%	-6%	-0.1%	0%	5%
COc1ccc(N2CCN(c3ccc(NC(=O)C4CCCCC4)cc3C#N)CC2)cc1	-1%	-9%	0.4%	-1.4%	20%	-10%	0.1%	-12%	-7%
Fc1ccc(CNC(=S)NCc2ccc(F)cc2)cc1	5%	1%	0.2%	0.7%	-1.5%	8%	-0.5%	17%	14%
COc1ccc(S(=O)(=O)N2CCCOC2CNC(=O)C(=O)NCc2ccncc2)cc1 (centres undefined)	1%	-11%	0.0%	-0.9%	0.4%	12%	0.2%	28%	14%
O=C(NCCCN1CCCC1)c1cc2c(Cl)nc3ccccc3c2s1	-9%	-8%	-0.4%	0.5%	5.5%	-6%	0.8%	-36%	-11%
O=C1NC(CCc2ccccc2)C(=O)N1Cc1ccccc1Cl (centres undefined)	1%	-15%	0.3%	-1.2%	-6.0%	-3%	-0.6%	8%	-1%
Cc1nnc(N/N=C/C(C)c2ccccc2)[nH]c1=O (centres undefined)	-1%	-10%	-0.2%	1.4%	2.4%	1%	0.6%	20%	4%
O=C(Cn1nnc(-c2cccs2)n1)N1CCOCC1	-5%	-29%	0.2%	0.8%	-2.6%	2%	0.0%	-26%	1%
COc1cc(C(=O)NCCCN(C)C)ccc1OCC(=O)Nc1cccc(C(F)(F)F)c1	·	-20%	0.9%	1.0%	1.6%	11%	1.8%	21%	3%
COc1ccc(OC)c(S(=O)(=O)NCc2cn3ccsc3n2)c1	3%	-37%	0.3%	-1.6%	4.0%	0%	0.2%	-30%	7%
Cc1cccc(-c2n[nH]c(=S)n2/N=C/c2ccco2)c1	3%	-12%	0.3%	0.4%	5.4%	-7%	0.3%	28%	14%
Cc1cc(C)nc(SCSc2nc(C)cc(C)n2)n1	-1%	29%	-0.2%	4.7%	2.1%	-7%	0.8%	-12%	-9%
CC(C)c1ccc(-c2nc(N3CCOCC3)[nH]c(=O)c2C#N)cc1	-3%	-5%	0.2%	15%	2.4%	5%	0.8%	-9%	0%
CCOC(=O)c1ccc(NC(=O)CCNS(=O)(=O)c2cc(Br)cnc2N)cc1	-10%	7%	-0.2%	0.3%	3.2%	-9%	0.1%	-35%	-26%
O=C(Cn1[nH]c(=O)c2ccccc2c1=O)NC1CCN(Cc2ccccc2)CC1	1%	3%	-0.1%	-1.9%	2.5%	11%	-1.1%	6%	11%
Nn1c(SCc2ccc(C(=O)O)cc2)nnc1-c1ccc(Cl)cc1Cl	-5%	-18%	0.0%	0.4%	0.1%	7%	0.3%	-9%	4%
COc1ccc2nc(N=NC3=C(O)CC(C)(C)CC3=O)sc2c1	9%	-24%	-0.6%	-3.3%	-8.8%	1%	-0.4%	37%	4%
CCC(C)(C)NC(=O)C(c1ccc(OC)cc1)N(C(=O)CCC(=O)Nc1cc(C)on1)c1ccc(F)cc1 (centres undefined)	-6%	-12%	-0.2%	1.6%	-2.1%	3%	-0.5%	-36%	-1%
Cc1ccc(NC(=O)CSc2nccn2Cc2ccco2)c(C)c1	-8%	-34%	-0.1%	-0.8%	8.6%	6%	-0.7%	-27%	8%
CCc1nnc(NCn2nc(C)cc2C)s1	2%	26%	0.5%	-2.3%	-3.5%	20%	-0.4%	-23%	2%
CCOC(=O)c1c(C)c(C(=O)NCCCOC)c(C)n1C	-2%	-17%	0.7%	-1.3%	-0.7%	-6%	·	-22%	13%
O=C(NN=C1CCCCCC1)c1cc(-c2ccccc2)nc2ccccc12	-2%	1%	-0.1%	-2.7%	-1.4%	10%	0.0%	24%	7%
CCOc1ccc(C(=O)NCC2CCCO2)cc1 (centres undefined)	0%	-46%	-0.2%	0.8%	-1.3%	-3%	1.4%	11%	19%
Cn1cccc1/C=C1\SC(=O)N(CC(=O)Nc2ccc(F)cc2)C1=O	3%	-9%	-0.2%	0.6%	9.8%	-1%	0.8%	-28%	-11%
CCOc1cc(/C=N/NC(=O)c2ccc(CSc3nncn3C)cc2)ccc1OCC(=O)N1CCOCC1	-7%	-12%	-0.3%	-1.0%	-1.9%	4%	0.0%	-5%	10%
COc1cc(/C=N/NC(=O)CN2CCCCC2)ccc1OCc1ccccc1	-7%	-32%	0.6%	-1.1%	5.4%	1%	-0.2%	-30%	3%
COc1ccccc1C(=O)Nc1ccc2c(c1)nc1n2CCSC1	-11%	-48%	-0.2%	-1.4%	-2.2%	20%	-0.7%	-8%	4%	NS5 inhibitors pilot replicate=-3.0
CCOC(=O)C1CCN(Cc2ccccc2C)CC1	0%	-1%	-0.2%	-0.3%	-4.4%	19%	1.0%	8%	-14%
CCN1CCC(=NNC(=O)c2ccco2)CC1	-11%	4%	-0.1%	1.6%	1.4%	10%	0.3%	-24%	2%
Cc1oc(-c2ccccc2F)nc1CS(=O)(=O)CC(=O)NCc1ccco1	-3%	-28%	0.2%	2.4%	-2.9%	12%	·	-1%	1%
Cc1nc2scc(C)n2c(=O)c1S(=O)(=O)Nc1ccc(F)cc1	-8%	18%	0.2%	0.5%	0.0%	13%	-0.7%	-16%	10%
O=C(NC1CCCCC1)C(c1ccc2ncccc2c1)N(Cc1ccc2c(c1)OCO2)C(=O)c1ccc2c(c1)OCCO2 (centres undefined)	8%	2%	-0.4%	-0.2%	7.6%	5%	-0.9%	-16%	11%
CCOC(=O)c1cc2sccc2n1Cc1ccccc1	-2%	2%	0.0%	-0.9%	-1.6%	8%	?	18%	3%
CC(NC(=O)NC1CCCCC1)C(c1cccs1)N1CCN(c2ccccc2)CC1 (centres undefined)	-3%	10%	-0.3%	1.5%	1.6%	3%	-0.5%	-7%	4%
Cc1ccc(OCC(=O)N/N=C/c2ccc3c(c2)OCO3)cc1C	-7%	-29%	-0.2%	1.2%	3.3%	6%	0.8%	-21%	8%
Cc1cccn2c(=O)c3cc(C#N)c(=O)n(Cc4cccnc4)c3nc12	4%	7%	0.3%	-2.0%	-3.3%	-16%	·	-17%	6%
CC(NC(=O)NC1CCCCC1)C(c1cccs1)N1CCN(C)CC1 (centres undefined)	1%	2%	-0.1%	1.1%	-4.6%	-5%	0.0%	-21%	1%
CCOc1ccc(-n2c(C)cc(C(=O)NS(=O)(=O)c3ccc(C)cc3)c2C)cc1	11%	-24%	-0.2%	5.8%	2.5%	8%	-0.1%	8%	8%
Cc1ccc(NC(=O)CC2(CC(=O)O)CCCC2)cc1	0%	-3%	0.6%	-0.9%	-5.3%	-12%	1.0%	12%	7%
CCOc1ccccc1C(=O)NC1CCNCC1	1%	-23%	-0.2%	0.8%	0.6%	0%	-0.7%	1%[20 µM]	-4%
O=C1C/C(=C/NCc2ccccc2)C(=O)N1	-6%	-7%	0.2%	-0.3%	-1.7%	10%	0.3%	12%	-2%
NC(=S)Nc1ncc(CCN2CCOCC2)c(-c2ccc(F)cc2)n1	-3%	-28%	-0.2%	-0.7%	-1.9%	-5%	0.3%	-25%	3%
Nc1c(N=Nc2cccc(Cl)c2)c(=O)[nH]n1-c1ccccc1	3%	-23%	-0.1%	-2.8%	-1.6%	-2%	0.0%	22%	18%
CC1CN(CC(=O)N2CCc3[nH]c4ccccc4c3C2)CC(C)O1 (centres undefined)	·	-11%	-0.2%	0.1%	-1.1%	9%	-0.1%	6%	7%
NNc1nc(-c2ccccc2Cl)nc2sc3c(c12)CCCC3	3%	-34%	0.0%	0.9%	2.9%	-7%	-0.1%	7%	5%
